Bioassay records (PubChem)
Giardia FBPA inh: qHTS Assay for Inhibitors of Fructose-1,6-bisphosphate Aldolase from Giardia Lamblia; A8B2U2; purified Giardia FBPA; Potency, µM (top dose mostly 59.6 µM), for the others: at the highest dose activity, negative = inhibition, actives largely listed as inhibitors; 290,000 tested, 0.71% active; further: potency means the concentration at half of the fitted maximal effect; on the % scale 0 is the no-effect control and ±100 the full control effect; nearly all actives have a fitted effect of over 55% in size
Target sequence (A8B2U2 whole entry, looked up): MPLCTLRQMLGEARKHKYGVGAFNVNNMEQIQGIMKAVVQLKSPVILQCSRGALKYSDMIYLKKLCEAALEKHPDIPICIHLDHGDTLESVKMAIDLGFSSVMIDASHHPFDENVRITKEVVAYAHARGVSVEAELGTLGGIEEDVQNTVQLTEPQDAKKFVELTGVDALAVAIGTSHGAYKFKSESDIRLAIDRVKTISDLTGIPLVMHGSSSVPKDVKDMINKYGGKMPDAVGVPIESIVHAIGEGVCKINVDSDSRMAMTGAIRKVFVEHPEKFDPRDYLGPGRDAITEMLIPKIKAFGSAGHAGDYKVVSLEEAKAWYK
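40 nM FBPA preincubated 10 min at RT with compound (up to 57.5 uM final), then substrate plus GAPDH/TPI/NAD/arsenate coupling and diaphorase/resazurin added. Fluorescence read after 20 min at RT, 525/598 nm.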
AMA1 RON2 block: qHTS for Inhibitors of AMA1-RON; Towards Development of Antimalarial Drug Lead: Primary Screen | 360,000 tested, 0.2% active | AlphaScreen AMA1-biotinylated RON2 peptide binding | Potency, µM (top dose mostly 58.2 µM), inactives show at the top dose activity change, negative = inhibition, usual class: inhibitors;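 further: potency means the concentration at half of the fitted maximal effect; 0% = vehicle wells and -100% = peptide control; nearly all actives have a fitted effect of over 45% in size; some results filed as inactive show a strong effect at the top dose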
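AMA1 (3D7) with his tag at 25 nM final met compounds first, then biotinylated RON2 peptide at 25 nM; detection used donor plus acceptor beads, 10 µg/mL apiece, read by AlphaScreen after 30 min at room temperature.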
Shiga inhibitor: A qHTS for Small Molecule Inhibitors of Shiga Toxin; Vero cells, Shiga toxin protein synthesis inhibition reporter; inhibition, % at 38.7 µM; 290,000 tested, 9.2% active; AID 2315, 2010; in the data active means inhibition mostly above about 28%, no sharp cut-off; inactive means mostly below about 43%; further: 0% is about no effect
CHX counter: Cycloheximide Counterscreen for Small Molecule Inhibitors of Shiga Toxin | cell reporter, cycloheximide protein synthesis inhibition counterscreen | max response, % | 300,000 tested, 12% active | AID 2314, 2010; in the data active means max response mostly above about 13%, no sharp cut-off; inactive means mostly below about 14%; further: read at 38.3 µM for the half of the compounds with a filed dose; 0% is about no effect
AmpC detergent: qHTS Inhibitors of AmpC Beta-Lactamase (assay with detergent) | P00811 | AmpC hydrolysis of nitrocefin, absorbance 480 nm, 0.01% Triton | Potency, µM (series often up to 114 µM), for the others: at the top dose activity change, negative = inhibition, actives largely listed as inhibitors | 370,000 tested, 0.041% active | AID 485294, 2010;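 further: potency means the concentration at half of the fitted maximal effect; 0% = no-compound wells and -100% = no-enzyme wells; nearly all actives have a fitted effect of over 25% in size; some results filed as inactive show a strong effect at the top dose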
Target sequence (P00811 whole entry, looked up): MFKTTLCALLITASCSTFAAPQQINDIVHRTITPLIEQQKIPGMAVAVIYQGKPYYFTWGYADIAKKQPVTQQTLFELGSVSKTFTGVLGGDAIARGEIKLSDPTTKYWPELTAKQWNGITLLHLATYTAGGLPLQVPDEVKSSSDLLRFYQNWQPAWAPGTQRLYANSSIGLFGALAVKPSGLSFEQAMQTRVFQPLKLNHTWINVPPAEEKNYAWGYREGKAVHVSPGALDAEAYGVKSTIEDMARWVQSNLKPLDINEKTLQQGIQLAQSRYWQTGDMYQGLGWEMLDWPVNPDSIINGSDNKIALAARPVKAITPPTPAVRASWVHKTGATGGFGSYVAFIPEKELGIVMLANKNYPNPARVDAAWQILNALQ
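20 mM phosphate pH 7.0 + 0.01% (detergent screen) or 0.0001% Triton X-100; 5.3 nM AmpC reagent; cpd preinc 15 min RT; nitrocefin (800 uM stock) to start; A480 q20 s × 4 min; Activity was normalised to no-enzyme and no-compound control wells.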
HCMV inh: qHTS Assay for inhibitors of the human cytomegalovirus (HCMV); 410,000 tested, 4.5% active; activity change, negative = inhibition, % at 57.5 µM; HFF cells, HCMV-luciferase reporter, 72 h; hits give low values; in the data active means activity change below about -60%; inconclusive means no clear call, values can overlap the other calls; inactive means above about -39%; further: on the % scale 0 is the no-effect control and ±100 the full control effect
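Two-dose cell screen: HFF monolayers treated with compounds and infected with luciferase-expressing HCMV at 1 PFU/cell, 72 h at 37C, then lysed for luciferase measurement.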
AmpC inh no detg: qHTS Inhibitors of AmpC Beta-Lactamase (assay without detergent) | Potency, µM (series often up to 57.1 µM), for inactives: at the top dose activity change, negative = inhibition, hits mostly inhibitors | 330,000 tested, 0.52% active | AmpC nitrocefin hydrolysis, absorbance 480 nm, 0.0001% Triton | P00811 | AID 485341, 2010;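 further: potency means the concentration at half of the fitted maximal effect; plate controls were no compound for no effect and no enzyme for full effect; nearly all actives have a fitted effect of over 20% in size; some results filed as inactive show a strong effect at the top dose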
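AmpC (5.3 nM in the dispensed reagent) in 20 mM phosphate pH 7.0 with 0.01% (detergent screen) or 0.0001% Triton X-100 was preincubated with compounds for 15 min at room temperature. Nitrocefin was then added from an 800 uM solution, and hydrolysis was followed at 480 nm.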
An asterisk follows results filed as active; ? = inconclusive; · = no result given; & = joins results of further samples; [ ] = another dose, or the depositor's remark. Unless noted, the call rests on the fitted dose curve; in most records, active means well fitted curve in the direction sought with a large enough effect; inconclusive means small, poorly fitted or top-dose-only effect, or another doubt; inactive means no such curve, though single readings can be large; an effect the other way counts as inactive or inconclusive.

Values run as follows: Giardia FBPA inh	AMA1 RON2 block	Shiga inhibitor	CHX counter	AmpC detergent	HCMV inh	AmpC inh no detg
O=C(NCCCN1CCCC1=O)c1cccs1
    5%	11%	-4	-2	?	-9	-15%
COc1ccc(-c2csc(NC(=O)CC(NC(C)=O)c3ccccc3)n2)cc1OC (stereo not given)
    ·	-10%	-11	-3	2%	14	-37%
CN(C)CCOC(C1CCCCC1)C1CCCCC1
    -3%	-5%	-18	-4	-6%	-7	54%
O=C(COc1coc(CN2CCN(c3ccccc3)CC2)cc1=O)NCC1CCCO1 (stereo not given)
    ·	-3%	·	·	-13%	-9	-8%
O=C(O)c1cccnc1Nc1ccc(Cl)cc1
    23%	-1%	101*	27*	0%	-72*	-15%
CCN1C(=O)[C@H]2[C@@H](c3ccc(C)cc3)N3C(=O)N(c4cccc(F)c4)C(=O)[C@@]3(C)[C@H]2C1=O
    -7%	0%	18	-2	-12%	-22	37%
CCN(CC)C(=O)[C@H]1C[C@H](CC(=O)NCCN2CCOCC2)C(=O)N2CCc3c([nH]c4cc(-c5ccco5)ccc34)[C@]12C
    ·	-24%	·	·	·	15	261%[activator]
CCN1CCN(c2ccc(NC(=O)CCc3c(C)nc4c(-c5ccc(F)cc5)c(C)nn4c3C)cc2)CC1
    0%	-23%	-29	-2	-1%	-60*	44%
c1ccc(CSc2nnc3ccc(-c4cccs4)nn23)nc1
    -22%	3%	61*	32	-1%	?	-4%
Cc1cccc(OCCC(=O)Nc2ccc(F)c(Cl)c2)c1
    -2%	9%	-5	7	-12%	?	-26%
CC(=O)N1CCN(S(=O)(=O)c2cccc(C(=O)Nc3cc(C(F)(F)F)ccc3N3CCOCC3)c2)CC1
    ·	7%	-8	-2	4%	14	205%[activator]
Cc1ccccc1OCC(=O)N1N=C(c2cccnc2)CC1(O)C(F)(F)F (stereo not given)
    7%	29%	-2	-3	-12%	17	-30%
CSc1ccccc1-c1nc(-c2ccncc2)no1
    -3%	18%	82*	57*	-2%	104	7%
Cc1cccc(CCNC(=O)c2cccc3c2C(=O)N(C2CCCCC2)C3)c1
    8%	0%	2	-3	-2%	-33	42%
O=C(c1cc([N+](=O)[O-])ccc1N1CCNCC1)N1CCOCC1
    5%	9%	-11	-4	-14%	-3	-38%
CCOc1ccc2oc(C(=O)Nc3cc(C)ccn3)c(C)c2c1
    ·	4%	·	·	-14%	43	-12%
COC(=O)c1cc(OC)c(OC)cc1NC(=O)CCc1ccc(C)o1
    0%	-2%	-10	-2	-4%	-10	111%[activator]
O=C(CSc1nnc(NC2CC2)s1)c1ccc[nH]1
    ·	15%	·	·	·	-31	-16%
Cc1cccc(-n2c(SCCC(=O)O)nnc2-c2cccs2)c1C
    12%	3%	-8	-4	?	-21	-22%
CCCc1nnc(SCC(=O)N2CCCC(C)C2)n1CC1CCCO1 (stereo not given)
    ·	-9%	-4	2	-2%	-26	-22%
Cc1ccc(C)c(OCc2cc(C(=O)N3C[C@H]4C[C@@H](C3)c3cccc(=O)n3C4)no2)c1
    -4%	1%	10	-3	-7%	-6	0%
CN1CCc2c1nc1ccccc1c2N (tested in a mixture with another compound)
    -11%	7%	-2	5	5%	107	-2%
O=C(COC(=O)c1ccccc1NCCO)NCC1CCCCC1
    ·	18%	·	·	-1%	-21	-9%
C=CCn1c(SCc2csc(C)n2)nc2scc(-c3ccc(C)o3)c2c1=O
    -4%	-8%	-6	-2	-12%	2	-9%
Cc1cc2ccccc2n2c(SCC(=O)N3CCOCC3)nnc12
    1%	-3%	24	-4	-2%	-17	-35%
O=C(CCCn1c(=S)[nH]c2ccsc2c1=O)NCCc1ccccc1
    ·	129%[activator]	21	12	2%	-14	-44%
CN1C(=O)c2ccc(N(C)C)cc2C1=O
    0%	9%	26	7	-1%	11	-5%
C=CCN(Cc1nc(-c2ccccc2)no1)C(=O)c1ccoc1C
    ·	7%	2	-2	5%	?	-6%
CCN(CC)C(=O)CN1CCC(n2c(C)nc3cc(C(F)(F)F)ccc32)CC1
    3%	-14%	-21	-1	-11%	5	121%[activator]
Cc1ccc(C)c(NC(=O)c2cnc3n(c2=O)CCS3)c1
    -1%	0%	2	8	-14%	27	-17%
CCOC(=O)N1CCN(C(=O)c2ccc(-n3c(C)ccc3C)cc2)CC1
    0%	3%	-17	-1	-3%	28	118%[activator]
O=C(O)C1CSC(c2coc3ccccc3c2=O)N1 (stereo not given)
    -10%	2%	13	14*	?	-12	-14%
C=CCOc1ccc(C2/C(=C(\O)c3c(C)[nH]c(C(=O)OC)c3C)C(=O)C(=O)N2CCN(C)C)cc1 (stereo not given)
    -2%	-11%	1	-3	?	2	3%
c1csc(CCNc2ncnc3sc4c(c23)CCC4)c1
    5%	4%	-18	-2	-1%	-89*	2%
COc1ccc(C2(O)CCN(CC(=O)Nc3nc(-c4ccccc4)cs3)CC2)cc1
    -6%	51%[activator]	-1	5	2%	-36	63%[activator]
O=C(c1cc(Cl)c(=O)n(Cc2ccccc2)c1)N1CCOCC1
    2%	-5%	2	-2	?	12	-13%
Cc1ccc(/C=N/Nc2cccc(C(=O)O)c2)s1
    12%	-16%	126*	86*	-13%	119	-18%
CC(=O)c1sc(NC(=O)C2CSC3(C)CCC(=O)N23)nc1-c1ccccc1 (stereo not given)
    ·	1%	·	·	?	-5	13%
CC(=O)Nc1cccc(C(=O)OCC(=O)Nc2nnc(-c3ccccc3)o2)c1
    ·	-22%	·	·	?	-5	-23%
Cc1ccc(NC(=O)CN2C(=O)NC3(CCCC3)C2=O)cc1S(=O)(=O)N1CCCCC1
    ·	-1%	·	·	?	2	-9%

Reprinted from the part before: 2 entries, followed by the next part.
Values run as follows: Giardia FBPA inh	AMA1 RON2 block	Shiga inhibitor	CHX counter	AmpC detergent	HCMV inh	AmpC inh no detg
CC(=O)Nc1cccc(C(=O)OCC(=O)Nc2nnc(-c3ccccc3)o2)c1
    ·	-22%	·	·	?	-5	-23%
Cc1ccc(NC(=O)CN2C(=O)NC3(CCCC3)C2=O)cc1S(=O)(=O)N1CCCCC1
    ·	-1%	·	·	?	2	-9%
COC(=O)c1sccc1-c1ccc(/C=N/OCc2c(Cl)cccc2Cl)o1
    0%	10%	9	0	-1%	-7	-16%
CCC1C(=O)N=C(SCC(=O)Nc2ccc(C)cc2)N(c2ccccc2)C1=O (stereo not given)
    10%	9%	-5	-2	-10%	-7	113%[activator]
Cc1ncc(CN2CCC(CO)(CCc3ccccc3)CC2)s1
    4%	0%	-8	1	-7%	1	-11%
CSCC[C@H](NC(=O)c1nn(C)c(=O)c2ccccc12)c1nc2ccccc2[nH]1
    ·	-1%	-10	24	-8%	16	39%
CC(C)C(NC(=O)C(NC(=O)C1OC2OC(C)(C)OC2C2OC(C)(C)OC12)C(C)C)C(=O)O (stereo not given)
    1%	-3%	31*	15*	4%	-10	-10%
Cc1cc(C)c(S(=O)(=O)Nc2cccc(-n3cnnn3)c2)c(C)c1
    ·	-2%	-4	-2	0%	-34	-22%
O=C(C(c1ccccc1)c1ccccc1)N1CCN(CCN2C(=O)c3cccc4cccc(c34)C2=O)CC1
    8%	-11%	14	-1	-7%	73	101%[activator]
CCCCCn1cnnc1SCC(=O)c1c(N)n(C2CC2)c(=O)[nH]c1=O
    ·	11%	·	·	0%	-15	-11%
COc1ccc(-c2ccc3c(N)c(C(=O)Nc4cccc(C)c4)sc3n2)cc1
    ·	·	17	43*	13%	-33	·
O=[N+]([O-])c1ccc(Cl)c(S(=O)(=O)n2ccnc2)c1
    -10%	-15%	-7	-1	2%	16	-17%
Cc1ccc(C(=O)Nc2cccc(C(=O)N/N=C/c3ccc(F)cc3)c2)cc1
    -5%	33%[activator]	58*	27*	-15%	32	-34%
C/C(=N\NC(=O)c1ccc(Cn2cc(Br)cn2)o1)c1cccc(NC(=O)C(C)(C)C)c1
    3%	-2%	27	14	-13%	?	20%
CC(=O)NS(=O)(=O)c1ccc(N)cc1
    7%	2%&3%	-13	-2	5%&1%	-1&5	-20%&-11%
O=C(CSCc1ccc(Br)cc1)N1CCCC1
    0%	7%	27	25*	-4%	-38	2%
O=S(=O)(c1ccccc1)c1nc(-c2ccccc2)oc1NCCCN1CCOCC1
    -4%	17%	-13	-2	?	14	108%[activator]
CCCNC(=O)COC(=O)CCC(=O)c1ccc(F)cc1
    -2%	8%	-3	1	-4%	15	1%
COC(=O)c1ccc(NC(=O)CSc2nnc(Cc3cccn3C)n2-c2ccc(F)cc2)cc1
    3%	1%	-13	-5	-7%	12	144%[activator]
O=C(c1nnc(Cc2ccc(Cl)cc2)o1)N1CCOCC1
    -4%	-4%	-16	-3	-7%	2	-5%
N#CCc1nn2c3c(cnc2c1C#N)C(=O)CCC3
    ?	1%	25	13	-1%	-38	-14%[2.29 µM]
Cn1c(Br)nc2c1c(=O)n(CC(O)COc1ccccc1)c(=O)n2C (stereo not given)
    -27%	-2%	15	-5	-11%	-34	-5%
CCOC(=O)c1c(NC(=O)C2CCCCC2)sc2c1CCN(C(C)C)C2
    ?	0%	10	-5	-13%	8	133%[activator]
CCOC(=O)C(NC(=O)c1ccccc1)(Nc1cccc(C)n1)C(F)(F)F (stereo not given)
    -2%	-13%	51	12	-12%	?	-9%
CC1CN(C(=O)COC(=O)c2cccs2)CC(C)O1 (stereo not given)
    0%	14%	-6	9	2%	-34	-6%
CN1CCCCCC1=NC1=C(C#N)CCCC1
    5%	-3%	-13	1	?	34	2%
CC(C)C(=O)NC(NC(=S)NC1CCS(=O)(=O)C1)C(Cl)(Cl)Cl (stereo not given)
    4%	3%	-5	-2	-11%	54	-10%
O=C(C1CC1)N1CCc2cc(Br)cc(S(=O)(=O)N3CCN(c4ccccn4)CC3)c21
    24%	-22%	0	-1	-3%	7	36%
CC(=O)C1=C(NC(=O)c2ccc(F)cc2)CC2C1C2(C)C (stereo not given)
    -1%	-12%	29	18	4%	-11	-7%
Cc1cc(C)nc(SCC(=O)c2ccc(F)cc2)n1
    3%	1%	31*	17*	-12%	15	14%
COC(=O)N/N=C/c1cc(OC)c(O)c([N+](=O)[O-])c1
    -12%	19%	77*	92*	?	-12	-13%
O=C(CSc1nnc(C2CC2)n1C1CC1)c1ccc(F)c(F)c1
    ·	-9%	·	·	-20%	0	-7%
COc1ccc(OCC(=O)Nc2c(C)ccc3nsnc23)cc1
    ·	-4%	-2	1	-4%	24	-8%
